Screening data from PubChem BioAssay.
TROY signal inh: inhibitors of TROY-driven NF-kB signaling, primary screen, Q293 LMP1-TROYcd cells, NF-kB luciferase, uHTS; Q293 LMP1-TROYcd NF-kB luciferase reporter, 4 h; inhibition, % at 10 µM; 360,000 compounds, 0.98% hits;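 active means compounds whose plate-normalised and pattern-corrected inhibition of the luciferase reporter signal at the single screening dose is 50% or more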
LRH-1 inv ag: LRH-1 (NR5A2) inverse agonists, primary screen, cell-based, luminescence, HEK293T, StAR-luciferase reporter | Nuclear receptor subfamily 5 group A member 2 (Homo sapiens), O00482 | LRH-1 transfected, 24 h | inhibition, % at 3.6 µM | 360,000 compounds, 0.13% hits | AID 602396, 2012;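 active means inhibition above the mean inhibition of all tested compounds plus 3 SD, cut at about 73% in these data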;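 further: 0% = DMSO wells and 100% = reporter-only cells lacking LRH-1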
NOD2 RIPK2 PPI: NOD2-RIPK2 binding disruptors in cells, primary screen, fluorescence, CHO cells, BLA complementation | CCF4 ratio | inhibition, % at 4.98 µM | 360,000 compounds, 0.38% hits; in the data active means inhibition above about 21%;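 further: 0% = vehicle only and 100% = reference blocker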
TRAIL sens C8: viability loss with TRAIL in NB7+C8 cells, primary screen, TRAIL sensitizer project, cell-based, ATPlite luminescence. inhibition (viability loss, TRAIL sensitization), % at 10 µM. AID 624354, 2012. 360,000 compounds, 1% hits;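 active means compounds causing at least 50% loss of cell viability in the single-dose screen, relative to plate controls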
TLR9-MyD88 block: inhibitors of TLR9-MyD88 association in cells, primary screen, cell-based, CHO, BLA complementation, fluorescence | inhibition, % at 4.98 µM | CCF4 FRET ratio | AID 504734, 2011 | Toll-like receptor 9 (Homo sapiens) + Myeloid differentiation primary response protein … | 340,000 compounds, 0.21% hits;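 active means inhibition above the mean over all tested compounds plus 3 SD, cut at about 21% in these data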;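 further: 0% = DMSO only wells and 100% = clavulanate BLA inhibitor control wells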
COUP-TFII inh: NR2F2 transcriptional activity inhibitors, primary screen, cell-based, luciferase reporter, HEK293T, luminescence; 370,000 compounds, 0.7% hits; HEK293T NGFI-A luciferase reporter; COUP transcription factor 2 (Homo sapiens), P24468; inhibition, % at 8.6 µM;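 active means inhibition above a per-plate cutoff, mean inhibition of test wells between control levels plus 3 SD, cut at about 38% in these data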;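 further: cells cotransfected with COUP-TFII expression vector driving the NGFI-A reporter; 0% = median of COUP-TF2 test wells and 100% = reporter-only cells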
EBV LMP1 NFkB: EBV LMP1-driven NF-kappaB luciferase reporter inhibitors, primary screen, cell-based, luminescence, single point; LMP1-induced NF-kappaB luciferase reporter cells; inhibition, % at 12.5 µM; 350,000 compounds, 0.69% hits; in the data active means inhibition above about 41%;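 further: 0% = neutral control wells and 100% = reference inhibitor control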
TWEAK Fn14 block: inhibitors of TWEAK-Fn14 signaling, primary screen, luciferase reporter cells, uHTS. TWEAK-stimulated Fn14 reporter cells, luciferase luminescence, 8 h. inhibition, % at 10 µM. 360,000 compounds, 2% hits. AID 1159606, 2016; in the data active means inhibition above about 50%
SRC3 inh: SRC3 coactivator transcriptional activity inhibitors, primary screen, cell-based, luminescence. Nuclear receptor coactivator 3 (Homo sapiens), Q9Y6Q9. HEK293 GAL4-SRC3 luciferase reporter. inhibition, % at 3.6 µM. 360,000 compounds, 0.17% hits. AID 588352, 2011;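 active means inhibition above a per-campaign cutoff, the mean of all compounds plus 3 SD, cut at about 60% in these data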;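 further: 0% = DMSO-treated cells and 100% = gossypol-treated cells at 36 µM; higher means less SRC3-driven luciferase light from the GAL4 reporter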
SRC2 inh: inhibition of GAL4-SRC2 driven luciferase reporter, primary screen, SRC2 inhibitor project, cell-based, luminescence; 370,000 compounds, 0.17% hits; Nuclear receptor coactivator 2 (Homo sapiens), Q15596; HEK293 GAL4-SRC2 luciferase reporter; inhibition, % at 9 µM;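 active means inhibition above the mean inhibition of all tested compounds plus 3 SD, set per campaign, cut at about 52% in these data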;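 further: 0% = DMSO treated cells and 100% = cells given Gossypol at 36 µM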
NCOA1 inh: SRC1 coactivator transcriptional activity inhibitors, primary screen, cell-based, luminescence. AID 588354, 2011. HEK293 GAL4-SRC1 luciferase reporter. 360,000 compounds, 0.12% hits. inhibition, % at 3.6 µM;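 active means inhibition above the campaign mean plus 3 SD, with each screening campaign given its own cutoff, cut at about 60% in these data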;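 further: 0% = DMSO treated cells and 100% = gossypol at 36 µM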
An asterisk follows results filed as active. Not all compounds are listed; count on the stated rates, not on these rows.

no.	Molecule	NOD2 RIPK2 PPI	TRAIL sens C8	SRC3 inh	COUP-TFII inh	TLR9-MyD88 block	SRC2 inh
1	C[C@@]12C(=O)N(Cc3ccc(F)cc3)CC(=O)N1[C@H]1c3cc(Cl)ccc3OC[C@@H]1[C@@H]2c1ccccc1	-1	18	-7	-10	-3	-7
2	Cc1cccc(C)c1OCC(O)CN(Cc1ccccc1O)C1CCCCC1 (stereo not drawn)	-4	41	32	4	4	13
3	CC(OC(=O)CCc1nc2ccccc2c(=O)[nH]1)C(=O)c1ccc(Br)cc1 (stereo not drawn)	4	14	7	-2	-2	3
4	O=c1[nH]c(CN2CCN(S(=O)(=O)/C=C/c3ccccc3)CC2)nc2ccccc12	5	18	23	-19	0	-15
5	Cc1nc(NC(=O)c2c(-c3ccccc3)noc2C)sc1C(=O)N(C)C	-16	-13	7	7	1	7
6	CC(=O)Nc1ccc(NC(=O)c2ccc(NS(=O)(=O)c3cc(C(C)(C)C)ccc3C)cc2)cc1	39*	-5	10	8	5	4
7	Cc1cc(C)cc(OCC(=O)OC(C)C(=O)Nc2ccc(Cl)cn2)c1 (stereo not drawn)	-2	-16	-4	2	-6	-24
8	CCCc1nc(SCC(=O)c2ccc(F)cc2)c2ccccc2n1	-7	-5	19	-14	0	1
9	CCc1ccccc1OCC(=O)Nc1cccc(S(=O)(=O)NCc2ccco2)c1	6	9	27	-1	0	11
10	COc1ccc2[nH]c(=O)c(CN(C(=O)NC3CCCCC3)C3CCCC3)cc2c1	-10	7	-9	-7	-1	-12
11	O=C(NC1CCN(Cc2ccccc2)CC1)c1cccc(S(=O)(=O)Nc2ccc(Br)cc2)c1	-8	22	1	10	-3	15
12	COCCNC(=O)C(c1ccc(F)cc1)N(C(=O)CCC(=O)Nc1ccccn1)C1CCCCC1 (stereo not drawn)	1	-13	9	4	-5	12

no.	TWEAK Fn14 block	EBV LMP1 NFkB	LRH-1 inv ag	TROY signal inh	NCOA1 inh
1	-6	9	-3	0	0
2	4	14	18	-4	19
3	8	5	-2	6	5
4	19	8	5	3	-2
5	2	-8	7	-2	-14
6	-7	2	14	21	1
7	-13	-4	11	4	2
8	-65	7	52	1	11
9	8	8	11	8	-2
10	9	7	-14	1	17
11	18	18	10	-3	14
12	8	4	-4	3	3

no.	Molecule	NOD2 RIPK2 PPI	TRAIL sens C8	SRC3 inh	COUP-TFII inh	TLR9-MyD88 block	SRC2 inh
13	O=C(Nc1ccc(Oc2ccc(NC(=O)C3CCCO3)cc2)cc1)C1CCCO1 (stereo not drawn)	4	14	6	1	0	33
14	CC(CCc1ccccc1)NC(=O)CN1CCOc2ccccc21 (stereo not drawn)	-16	-14	0	-7	2	-20
15	C1CCCN(CCCCN2CCCCCC2)CC1	-1	-17	2	18	-9	0
16	O=C1CCCN1CC(O)CS(=O)(=O)Cc1ccc(Cl)c(Cl)c1 (stereo not drawn)	-1	5	15	1	-13	10
17	COc1ccc(/C=N\NC(=O)c2ccc(=O)[nH]n2)cc1O	-3	20	16	-11	7	6
18	CCOc1ccc(NC(=O)NC23CC4CC(CC(C4)C2)C3)cc1	-5	8	-34	1	3	-32
19	Cc1cc(C(F)F)n2ncc(C(=O)NCc3ccccc3)c2n1	-4	-18	-2	20	-2	9
20	CC(C)NC(=O)c1onc(CSc2ccc(F)cc2)c1C(=O)O	-11	2	3	-9	-1	-1
21	O=C1N/C(=N\N=C\c2cccs2)SC1Cc1cccc(Cl)c1Cl (stereo not drawn)	2	35	10	11	4	9
22	CCc1nn2c(NCCOC)cc(C)nc2c1-c1ccc(F)cc1	-3	0	5	14	6	-3
23	O=C(C1CC1)N1CCc2cc(Br)cc(S(=O)(=O)NCC3COc4ccccc4O3)c21 (stereo not drawn)	1	-23	6	-5	1	-17
24	COc1cccc(CN2CCNC(=O)C2CC(=O)N(C)CCC2CCOCC2)c1OC (stereo not drawn)	-5	-15	0	4	0	-12

no.	TWEAK Fn14 block	EBV LMP1 NFkB	LRH-1 inv ag	TROY signal inh	NCOA1 inh
13	-22	-1	7	4	-71
14	1	-5	6	0	-19
15	1	2	-8	-2	-35
16	-11	-1	-3	16	-9
17	2	0	27	-13	14
18	-31	-1	-29	-55	-57
19	-10	6	13	8	-5
20	4	4	0	-13	-4
21	-7	-6	8	7	-3
22	24	-6	23	-3	4
23	-17	13	5	1	1
24	7	2	-8	3	5

no.	Molecule	NOD2 RIPK2 PPI	TRAIL sens C8	SRC3 inh	COUP-TFII inh	TLR9-MyD88 block	SRC2 inh
25	O=C(CSc1ccccn1)c1ccc2c(c1)OCO2	-9	-15	-106	-45	-6	-65
26	CCOC(=O)C1CN(S(=O)(=O)c2ccc(OC)cc2)c2cc(CC(=O)OC)ccc2O1 (stereo not drawn)	-13	-3	-10	-10	-6	3
27	O=C(Nc1ccccc1N1CCOCC1)C1CCN(S(=O)(=O)c2ccc(Cl)cc2)CC1	14	-1	9	1	-2	-3
28	CC(=O)Nc1ccc(S(=O)(=O)NCC2CCC(C(=O)NCCc3ccccc3)CC2)cc1 (stereo not drawn)	-13	-2	2	-2	-16	-8
29	CCOC(=O)N1CCN(C(=O)CN(C2CCCCC2)S(=O)(=O)c2ccc(Cl)cc2)CC1	-11	-7	8	12	-10	-25
30	O=C(c1ccsc1)N1CCCC(N2CCN(c3cccc(C(F)(F)F)c3)CC2)C1 (stereo not drawn)	-4	6	-7	16	-3	23
31	CCc1ccc(-c2ccc(SCC(=O)NC3CCCC3)nn2)cc1	-6	39	-43	-13	-4	-21
32	O=C(c1ccc([N+](=O)[O-])o1)N1CCc2ccccc21	19	0	-9	-25	6	-25
33	O=C(Nc1ccc(Cl)cc1)NC1CCCCC1	8	14	-81	-26	5	-65
34	CCC(CC)C(=O)NCCc1cc2c(OC)ccc(OC)c2[nH]c1=O	-21	0	8	3	-1	-25
35	Cc1ccnc(NC(=O)C2CC(=O)N(c3ccc4c(c3)OCCO4)C2)c1 (stereo not drawn)	-15	18	-52	-33	-4	-78
36	CN(c1ccccc1)S(=O)(=O)c1cc(C(=O)N2CCN(c3ccccn3)CC2)ccc1Cl	5	-3	3	23	-6	15

no.	TWEAK Fn14 block	EBV LMP1 NFkB	LRH-1 inv ag	TROY signal inh	NCOA1 inh
25	-2	-20	-91	-35	-87
26	10	-8	-7	6	-3
27	3	-6	7	17	10
28	7	7	7	-11	17
29	29	-8	8	-13	-1
30	-11	4	-1	4	5
31	4	-25	-22	-48	-24
32	-1	-9	47	-16	-29
33	-7	-32	-59	-45	-108
34	-16	1	7	5	-2
35	44	14	-89	29	-77
36	15	9	2	19	1

Some of these compounds in order of formula weight, falling:
no.	Molecule	NOD2 RIPK2 PPI	TRAIL sens C8	SRC3 inh	COUP-TFII inh	TLR9-MyD88 block	SRC2 inh
29	CCOC(=O)N1CCN(C(=O)CN(C2CCCCC2)S(=O)(=O)c2ccc(Cl)cc2)CC1	-11	-7	8	12	-10	-25
36	CN(c1ccccc1)S(=O)(=O)c1cc(C(=O)N2CCN(c3ccccn3)CC2)ccc1Cl	5	-3	3	23	-6	15
27	O=C(Nc1ccccc1N1CCOCC1)C1CCN(S(=O)(=O)c2ccc(Cl)cc2)CC1	14	-1	9	1	-2	-3
30	O=C(c1ccsc1)N1CCCC(N2CCN(c3cccc(C(F)(F)F)c3)CC2)C1 (stereo not drawn)	-4	6	-7	16	-3	23
35	Cc1ccnc(NC(=O)C2CC(=O)N(c3ccc4c(c3)OCCO4)C2)c1 (stereo not drawn)	-15	18	-52	-33	-4	-78
32	O=C(c1ccc([N+](=O)[O-])o1)N1CCc2ccccc21	19	0	-9	-25	6	-25
33	O=C(Nc1ccc(Cl)cc1)NC1CCCCC1	8	14	-81	-26	5	-65

no.	TWEAK Fn14 block	EBV LMP1 NFkB	LRH-1 inv ag	TROY signal inh	NCOA1 inh
29	29	-8	8	-13	-1
36	15	9	2	19	1
27	3	-6	7	17	10
30	-11	4	-1	4	5
35	44	14	-89	29	-77
32	-1	-9	47	-16	-29
33	-7	-32	-59	-45	-108

(more compounds)
no.	Molecule	NOD2 RIPK2 PPI	TRAIL sens C8	SRC3 inh	COUP-TFII inh	TLR9-MyD88 block	SRC2 inh
37	COc1ccc(C2C(C(N)=O)=C(C)Nc3nc(-c4cccc(Cl)c4)nn32)cc1OC (stereo not drawn)	-5	-1	8	-17	1	0
38	Clc1ccc2nc3ccccn3c2c1	-8	-15	-15	-1	-6	-14
39	CS(=O)(=O)Nc1nnc(SCC(=O)Nc2cccc([N+](=O)[O-])c2)s1	-14	-2	-7	10	-9	14
40	COC(=O)[C@H](CC(C)C)N1Cc2cc(OC)cc(OC)c2-c2ccccc2S1(=O)=O	-4	4	-6	9	5	3
41	CCc1ccc(OCc2nnc(SCC(=O)N3CCOCC3)o2)cc1	-3	-8	8	11	0	15

no.	TWEAK Fn14 block	EBV LMP1 NFkB	LRH-1 inv ag	TROY signal inh	NCOA1 inh
37	-33	-4	-20	-2	-5
38	-16	11	-23	2	-14
39	0	-8	-3	0	-10
40	-9	1	-17	-4	4
41	7	-1	7	-19	-13
